PvdQ acylase: P. aeruginosa PvdQ acylase inhibitors, primary screen, biochemical, fluorescence, plate reader and imaging, single point | PvdQ acylase [Pseudomonas aeruginosa LESB58] | purified PvdQ acylase | inhibition, % at 10 µM | 340,000 tested, 0.063% active; in the data active means inhibition above about 30%, passing the limit was not always enough; inconclusive means no clear call, values can overlap the other calls;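 further: 0% = vehicle neutral wells and 100% = reference inhibitor wells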
DAGLB inhibitor: DAGLB lipase inhibitors, primary screen, biochemical, fluorescence, HTS | Diacylglycerol lipase-beta (Homo sapiens), Q8NCG7 | HEK293T DAGLB membrane lysate, EnzChek fluorogenic substrate | inhibition, % at 5.17 µM | 340,000 tested, 0.059% active | AID 504411, 2011; in the data active means inhibition above about 34%;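 further: 0% = enzyme with vehicle and 100% = wells lacking enzyme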
Target sequence (Q8NCG7 whole entry, looked up): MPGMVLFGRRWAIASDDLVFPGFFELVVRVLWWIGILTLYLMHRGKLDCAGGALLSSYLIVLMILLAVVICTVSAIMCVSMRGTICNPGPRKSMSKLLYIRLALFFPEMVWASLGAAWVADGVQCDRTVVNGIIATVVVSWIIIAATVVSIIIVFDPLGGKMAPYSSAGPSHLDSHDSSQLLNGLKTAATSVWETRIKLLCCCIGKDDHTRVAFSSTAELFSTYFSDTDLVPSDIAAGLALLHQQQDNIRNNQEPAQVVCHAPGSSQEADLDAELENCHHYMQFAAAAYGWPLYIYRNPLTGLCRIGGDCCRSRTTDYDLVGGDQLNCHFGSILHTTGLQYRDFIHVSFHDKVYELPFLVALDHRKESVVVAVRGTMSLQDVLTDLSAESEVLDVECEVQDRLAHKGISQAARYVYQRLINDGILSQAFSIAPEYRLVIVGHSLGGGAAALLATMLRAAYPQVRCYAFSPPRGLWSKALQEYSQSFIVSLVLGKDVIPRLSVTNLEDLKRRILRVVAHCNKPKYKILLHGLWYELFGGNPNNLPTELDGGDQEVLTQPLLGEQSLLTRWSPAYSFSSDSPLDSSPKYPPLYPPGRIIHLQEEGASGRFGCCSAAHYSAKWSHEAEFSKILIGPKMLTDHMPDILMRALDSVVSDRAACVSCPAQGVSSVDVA
Tat transport: E. coli Tat export inhibitors, primary screen, MC4100, TorA-mCherry reporter, fluorescence, single point. inhibition, % at 10 µM. 340,000 tested, 0.036% active. AID 488895, 2010;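 active means mean replicate inhibition at least 50% and at least half of replicates individually reaching 50%; inconclusive means only one of the two criteria met; inactive means neither criterion met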;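 further: exported cargo escapes ClpAP degradation while cytoplasmic cargo is degraded and loses fluorescence; 0% = median of neutral control wells and 100% = median of NaSCN control wells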
Wnt bcat act: Wnt/beta-catenin pathway activators, primary screen, cell-based, plate reader, single point; activation, % at 9.35 µM; 300,000 tested, 1.2% active; Wnt/beta-catenin reporter cell assay, activator; in the data active means activation above about 30%, passing the limit was not always enough; inconclusive means no clear call, values can overlap the other calls;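 further: 0% = neutral control wells and 100% = positive control wells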
PfHsp90 set2: growth inhibition of PfHsp90-expressing yeast, primary screen, antimalarial PfHsp90 inhibitor project, S. cerevisiae, BacTiter-Glo luminescence, single point, set 2; AID 504621, 2011; BacTiter-Glo ATP, 48 h; yeast lacking PDR1 and PDR3 efflux regulators; inhibition, % at 9.4 µM; 310,000 tested, 0.32% active;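 active means every replicate shows inhibition above about 80%, whatever the replicate mean, limit read from the data; inconclusive means mean inhibition reaches the set limit but some replicate falls short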;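 further: 0% = DMSO neutral controls and 100% = 20 µM radicicol positive controls; yeast relying on Plasmodium falciparum Hsp90 in place of its own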
E coli growth: E. coli V3065 growth inhibition, primary screen, counter-screen for AddAB inhibitor project, absorbance, OD600; 18 h; inhibition, % at 11.9 µM; 330,000 tested, 0.27% active; AID 449728, 2010;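 active means inhibition above the campaign's mean inhibition across all tested compounds plus 3 SD, cut at about 9.9% in these data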;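 further: uninfected addAB+ strain grown without phage in ampicillin broth; 0% = DMSO wells and 100% = ciprofloxacin 0.95 µg/ml wells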
CAL PDZ FP: CAL PDZ peptide-binding inhibitors, primary screen, biochemical, fluorescence polarization, Cer-tagged CAL PDZ, HTS. Golgi-associated PDZ and coiled-coil motif-containing protein (Homo sapiens), Q9HD26. purified CAL PDZ, TMR-peptide fluorescence polarization, 1 h. inhibition, % at 20 µM. 330,000 tested, 0.02% active;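 active means highest replicate inhibition of at least 40%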;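 further: plate controls were DMSO neutral control wells for no effect and unlabeled competitor peptide control wells for full effect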
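System: purified tagged CAL PDZ domain construct (CerCALP). Schedule: 1 h incubation at room temperature before polarization reading. Medium: 25 mM sodium phosphate pH 7.4, 150 mM NaCl, TCEP, IgG, Thesit. Read-out: percent inhibition from loss of millipolarization. Measured by: FP readout, S and P plane fluorescence. Probe or stimulus: fluorescent TMR peptide probe.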
phage Ecoli inh: growth loss of phage-infected E. coli, primary screen, RecBCD inhibitor project, absorbance, with phage, HTS; inhibition, % at 11.9 µM; 360,000 tested, 0.26% active; in the data active means inhibition above about 11%
Rtt109 HAT inh: inhibitors of C. albicans Rtt109/Vps75 HAT, primary screen, biochemical, ThioGlo CoA-SH fluorescence, plate reader. Histone acetyltransferase RTT109 (Candida albicans (strain SC5314 / ATCC MYA-2876)), …. inhibition, % at 34.9 µM. 330,000 tested, 0.16% active. AID 540336, 2011. purified Rtt109/Vps75, 4 h;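 active means inhibition of at least 50% in every replicate; inconclusive means best replicate reaches 50% inhibition but some replicates fall short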
Target sequence (Q5AAJ8 whole entry, looked up): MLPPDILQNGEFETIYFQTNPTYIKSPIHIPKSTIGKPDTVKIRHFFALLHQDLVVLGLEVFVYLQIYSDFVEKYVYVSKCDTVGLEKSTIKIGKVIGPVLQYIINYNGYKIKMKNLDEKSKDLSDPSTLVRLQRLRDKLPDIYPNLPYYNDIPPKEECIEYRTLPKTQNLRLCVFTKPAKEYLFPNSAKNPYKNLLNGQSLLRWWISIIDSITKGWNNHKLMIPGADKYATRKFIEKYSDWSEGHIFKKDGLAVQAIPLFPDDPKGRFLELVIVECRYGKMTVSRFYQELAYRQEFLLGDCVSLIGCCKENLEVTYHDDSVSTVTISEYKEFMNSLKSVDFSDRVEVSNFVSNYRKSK
AddAB inh: growth inhibition of E. coli expressing H. pylori AddAB, primary screen, AddAB inhibitor project, absorbance; inhibition, % at 11.9 µM; 330,000 tested, 0.29% active; AID 435030, 2010; in the data active means inhibition above about 12%;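 further: 0% = vehicle wells of infected cells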
Numbers without * were called inactive; u = inconclusive; x = no result given. Compounds as they come, and some 1.9% of all compounds hit somewhere here.

SMILES	PvdQ acylase	DAGLB inhibitor	Tat transport	Wnt bcat act	PfHsp90 set2	E coli growth	CAL PDZ FP	phage Ecoli inh	Rtt109 HAT inh	AddAB inh
Cc1csc(NC(=O)Cc2ccc(Br)cc2)n1	14	-3	3	4	-25	0.6	-0.3	0.5	8	0.7
CC(=O)c1cccc(S(=O)(=O)N2CCN(c3nc4cc(C)cc(C)c4cc3C#N)CC2)c1	-7	-1	-2	x	-5	-1.3	-1.0	0.8	-9	1.3
O=C(CCCN1C(=O)c2cccc3cccc(c23)C1=O)N1CCc2ccccc2C1	6	-2	3	x	3	-0.8	-0.4	0.9	1	-0.3
O=C(Nc1cccc(NC(=O)c2cccnc2)c1)c1ccccc1	5	0	u	0	5	0.8	-1.1	1.7	-1	-2.0
CCCNNC(=O)C(O)(c1cccc(C)c1)c1cccc(C)c1	7	-3	-3	x	2	0.5	-0.4	2.5	-1	2.7
CCCC(=O)Nc1ccc(Sc2ccc([N+](=O)[O-])cc2)cc1	-13	-4	-11	x	4	1.2	-0.7	1.3	-3	1.6
Cc1ccc(S(=O)(=O)CCC(=O)OCC(=O)N2CCN(c3ccccc3)CC2)cc1	-13	-3	0	-3	8	1.7	-0.1	4.0	-13	2.4
Cc1ccc(S(=O)(=O)c2c(C)nn(C(C)(C)C)c2OC(=O)c2cccs2)cc1	-15	-10	13	x	2	0.2	-0.3	2.0	3	1.9
CC(C)[C@H](NC(=O)Nc1ccc(S(N)(=O)=O)cc1)C(=O)O	-1	2	-1	x	x	-0.2	-0.3	3.4	-3	2.2
CCc1c(C)nc2cc(C)[nH]n2c1=O	-9	1	3	-2	39	2.5	-1.0	4.1	-1	0.6
O=[N+]([O-])c1ccc2c(c1)Nc1nc3ccccc3nc1N2	-15	5	6	18	-20	-1.5	0.6	-2.0	2	-0.7
Cc1ccsc1C(=O)OCC(=O)Nc1cccc(F)c1	0	-3	-7	u	-26	1.6	-0.8	0.3	-3	0.6
COc1ccc(Oc2nc3c(c(=O)n(C)c(=O)n3C)n2C)cc1	-7	0	-2	0	1	-1.7	19	1.3	4	2.4
CCCn1cnnc1CNC(=O)C1CCC(=O)N(CCc2cccc(F)c2)C1 (stereo not given)	2	-1	-11	-2	-17	2.5	2.2	1.4	0	2.5
CNNCc1ccc(C(=O)NC(C)C)cc1	11	1	7	3	-7	-1.5	1.0	3.6	9	-4.1
CC(C)N(CCNS(=O)(=O)c1ccc(Cl)cc1)C(C)C	-27	3	-6	x	-4	0.2	0.1	3.4	-8	1.0
CN(C)S(=O)(=O)c1ccc(C(=O)N2CCN=C2SCc2ccccc2)cc1	-9	1	2	-3	9	-1.0	-2.6	3.8	1	1.7
CC1CCN(c2nc3c(c(=O)[nH]c(=O)n3C)n2CCSc2ncccn2)CC1	-1	-2	0	2	10	x	-0.2	5.4	-6	x
CC(C)[C@H](NC(=O)c1c(F)cccc1F)C(=O)Nc1cccc(Br)c1	-18	-1	-10	0	0	-0.2	0.3	1.4	1	-1.4
COC(=O)C1=C(C)N(CCc2ccc(OC)c(OC)c2)C(=O)C1	-20	0	1	x	-17	0.5	-6.3	0.9	4	1.7
COc1ccc(C(=O)NC(C)c2nc3ccccc3n2C)cc1OC (stereo not given)	-5	-1	-1	-4	x	-0.8	-1.6	1.1	3	4.0
O=C(Nc1ccncc1)c1ccc2ccccc2c1	-5	0	2	10	-36	0.6	-2.9	0.8	12	1.4
COc1cc(/C=C/C(=O)O)ccc1OS(=O)(=O)c1cc(Br)ccc1C	7	2	-2	-5	x	-4.2	-1.9	1.7	2	1.4
Cc1ccc(C(=O)NCCCN2CCOCC2)o1	3	1	-3	x	51	-1.2	0.4	0.9	2	0.0
CCCNS(=O)(=O)c1ccc(Oc2ncc(C(F)(F)F)cc2Cl)cc1	-16	-7	3	-9	x	-1.0	x	1.2	1	1.0
O=C(NCc1ccccc1Cl)c1ccc[nH]1	-9	3	-13	-3	1	-3.1	-0.9	0.5	-1	1.9
CCOC(=O)c1c(C)nn(-c2ncccc2NC(=O)NC(C)C)c1C	-19	0	-1	1	7	0.7	0.1	1.7	-3	-0.2
O=C(C(Cl)Cl)N1CCN(Cc2ccccc2)CC1	-10	0	-5	x	1	3.0	0.1	2.8	-12	4.0
Cc1ccc2nc(-c3ccccc3)cc(C(=O)NCCCn3ccnc3)c2c1	0	-4	-11	1	x	0.5	-0.6	2.3	11	1.7
NS(=O)(=O)c1ccc(NC(=S)N2CCN(c3ccc(Cl)c(Cl)c3)CC2)cc1	-8	1	1	-12	5	0.5	-2.3	0.6	0	0.7
Cc1ccc(NS(=O)(=O)c2cccc(C(=O)O)c2)cc1S(=O)(=O)N1CCOCC1	-2	8	-1	-2	-4	0.5	0.3	1.3	-1	1.0
CCOC(=O)C(CCCCCOc1ccccc1[N+](=O)[O-])C(=O)OCC	6	-13	2	0	-4	0.3	-1.1	2.6	4	4.6
O=C(CCn1c(=O)oc2ccccc21)NCCN1CCc2ccccc2C1	-17	-1	-9	-4	4	-0.6	0.1	1.7	-1	0.0
Cc1cc(C(=O)OCc2nnc(-c3ccccc3)o2)c(C)n1-c1ccccc1	-2	-19	8	x	1	1.4	-0.5	2.2	5	3.1
COc1cccc(CC(=O)Nc2ccc(-c3csc(C)n3)cc2)c1	1	-5	-10	3	4	1.7	-0.7	8.0	22	2.0
CC(C)Cc1cc(C(=O)Nc2cc(Br)ccc2O)no1	8	-21	-5	44*	1	2.2	0.4	4.2	4	3.2
Cc1cc2c(=O)n(CC(=O)N3CCN(c4ccccc4)CC3)cnc2s1	-6	-1	10	1	-13	-1.9	-0.7	1.1	2	7.6
CCn1cc(C(=O)O)c(=O)c2cc(F)c(N3CCN(C(=S)NC(=O)c4ccccc4C)CC3)cc21	-2	1	59*	-3	14	100*	-0.6	97*	32	99*
Cc1ccc(CNC(=O)CCn2ccc3cc(S(=O)(=O)N4CCCC4)ccc32)cc1	-14	0	-4	-1	-26	-1.9	-0.8	0.6	6	1.5
COc1ccc(COC(=O)Oc2ccc(CNC(C)=O)cc2OC)c([N+](=O)[O-])c1	-8	-3	0	-2	8	1.0	-0.7	1.9	-13	0.9
O=C(/C=C/c1ccc(S(=O)(=O)N2CCOCC2)cc1)N(CCO)Cc1ccccc1	-15	0	-3	-3	0	-2.0	-1.4	3.3	0	2.2
COc1ccc(-c2cc(C(F)(F)F)nc(NCc3ccco3)n2)cc1OC	-9	-5	3	x	19	0.8	-3.9	x	-1	1.6
O=[N+]([O-])c1cc(/C=N/Nc2nc(N3CCCCC3)nc(N3CCCCC3)n2)ccc1O	8	-1	8	-1	1	-3.0	-0.7	4.1	5	3.1
COc1ccccc1-c1nnc(SCC(=O)Nc2ccc3[nH]c(=O)[nH]c3c2)n1N	-16	0	17	-4	-15	-1.9	3.1	1.5	1	-1.4
CCN1CCCC1CNC(=O)CCNC(=O)c1cc(OC)c(OC)c(OC)c1 (stereo not given)	-9	0	8	x	14	-0.7	-2.1	2.2	0	3.0
Nn1c(Nc2ccccc2)nc2sc3c(c2c1=O)CCC3	10	1	4	6	-13	x	1.0	1.0	11	x
O=C(Nc1cccc(NC(=O)c2nccc3ccccc23)c1)c1ccco1	8	-3	-7	4	-44	4.2	-4.1	0.8	x	1.8
CC1(C)CC(N2CN(C3CCCCC3)CC2=O)CC(C)(C)N1	-2	-2	2	1	-1	1.9	-0.4	-0.5	-1	-2.2
CN(C)c1nnnn1-c1ccc(Oc2ccccc2)cc1	-12	-1	6	-1	-26	0.2	-2.3	6.0	x	2.4
Cc1cc(=O)n(CCCO)c(O)c1C#N	-6	1	-13	x	1	-0.8	-0.7	1.4	-2	2.3
The listing continues.
SMILES	PvdQ acylase	DAGLB inhibitor	Tat transport	Wnt bcat act	PfHsp90 set2	E coli growth	CAL PDZ FP	phage Ecoli inh	Rtt109 HAT inh	AddAB inh
COc1ccc2cc(OCC(=O)NNC(=O)Nc3ccc(OC)c(OC)c3)ccc2c1	-8	-3	13	5	-36	-1.0	-1.1	2.3	-4	4.2
CN(CC(=O)NC(=O)NC(C)(C)C)CC(=O)Nc1ccccc1Cl	3	1	4	-2	9	-1.7	-2.7	-0.7	0	-0.1
CN1C(=O)C(CC(=O)NCCc2ccccc2)N(NC(=O)c2ccc(Cl)cc2)C1=S (stereo not given)	-4	-1	7	-2	3	0.7	1.1	1.8	-12	4.0
COc1cc(C(=O)NCC(c2cccs2)N2CCOCC2)c([N+](=O)[O-])cc1OC (stereo not given)	-3	0	1	-2	-1	-0.7	-2.0	0.3	1	-2.0
CC(C)(C)c1cc2cccnc2n1Cc1cccc(Cl)c1	8	2	-2	-4	x	-0.9	-3.9	3.7	17	-1.0
Cc1ccc(-c2cc(C(=O)Nc3cnn(C45CC6CC(CC(C6)C4)C5)c3)no2)cc1	3	-7	3	-2	-10	1.3	-2.6	x	11	2.5
Cc1nc(C)c(C(=O)Nc2ccccc2-c2ccccc2)o1	-27	1	2	x	23	0.8	0.2	2.5	0	0.4
COc1ccc(/C=C/C(=O)N2CCCC2)cc1OC	11	-2	-6	-1	0	-0.2	0.4	3.4	27	0.8
CCCc1cc(=O)oc2cc(OCC(=O)NCCc3ccc(S(N)(=O)=O)cc3)ccc12	-2	2	-8	0	13	-0.7	-0.5	4.3	-10	4.7
CCOC(=O)c1c(NC(=O)CN2CCCc3ccccc32)sc(C)c1CC	-4	-19	-2	-3	13	-0.8	-1.5	3.0	-4	1.9
Cc1ccc(NC(Cc2cc(C)no2)c2ccccc2)cc1 (stereo not given)	-15	-3	5	-7	-11	-1.4	0.6	3.2	-8	2.9
Cc1sc(NC(=S)NC(=O)c2ccc(C(C)(C)C)cc2)c(C#N)c1C	-4	-4	-3	x	x	-1.2	-3.0	2.4	5	-0.3
CC1(C)Cc2c(C#N)c(N)n(-c3ccccc3)c(=O)c2CO1	-2	-1	-7	5	0	-1.1	x	-2.2	-13	-0.1
CCC(C)c1nc2c(c(N3CCC3=O)c1-c1ccccc1)CCCC2 (stereo not given)	1	-6	-1	1	-1	-0.5	-0.2	1.1	2	1.4
C[C@H](CO)N1C[C@H](C)[C@@H](CN(C)C(=O)NC2CCCCC2)Oc2c(NC(=O)Nc3ccccc3)cccc2C1=O	0	0	1	-4	5	-0.3	-6.1	1.7	10	5.2

Bioassay records: PubChem BioAssay, several laboratories
